PfGluPho inh – PfG6PD (Plasmodium falciparum) enzyme inhibition; PfGluPho enzyme, NADPH resazurin-diaphorase fluorescence; inhibition, % at 20 µM; hit rate 0.78% among 350,000;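 active = inhibition reaching at least a set limit at 20 µM in the primary screen, cut at about 59% in these data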;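 note: 0% = DMSO wells with substrate and 100% = DMSO wells lacking glucose-6-phosphate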
SENP1 FRET inh – SENP1 (human) catalytic domain inhibition | hit rate 0.21% among 360,000 | AID 624204 | inhibition, % at 10 µM | recombinant SENP1 catalytic domain, CyPet-SUMO1-YPet FRET cleavage | Q9P0U3;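 active = inhibition at least 30% at 10 µM, raw YFP signal under a set limit, fluorescence ratio 0.5 to 1.5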;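 note: 0% = enzyme with DMSO and 100% = no enzyme wells; some results filed as inactive read as strong as hits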
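Test system: human SENP1 catalytic domain; medium: Tris pH 8 buffer plus EDTA, NaCl, BME, BSA, NP40, catalase; incubation: 50 min reaction at room temperature; technique: FRET, CFP and YFP emission; controls: no-enzyme low control and enzyme-plus-DMSO high control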
hIAP act – human IAP activation; AID 2524; P09923; hit rate 0.16% among 330,000; activation factor at 10 µM; purified human IAP, CDP-Star luminescence, 30 min; active compounds read high; 1 = vehicle-only enzyme, 0 = enzyme-free background;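 active = activation factor of the enzyme at least 2-fold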; note: the source names both 10 and 20 µM as test concentration; values of inactives mirror those of a sister screen read the other way
MPTP inh – blocks calcium-induced mitochondrial swelling; isolated mouse mitochondria, Ca2+ swelling absorbance, 30 min; inhibition, % at 10 µM; hit rate 1.4% among 360,000;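 active = inhibition of 50% or more, scaled per plate between neutral and stimulator controls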;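 note: 0% = DMSO wells given calcium and 100% = 1 mM EGTA wells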
SENP6 inh – inhibitors of human SENP6 protease. Recombinant SENP6 catalytic domain, aminoluciferin luminescence. AID 2599. hit rate 1.8% among 330,000. inhibition, % at 10 µM;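 active = inhibition above about 50% at the single tested dose, limit read from the data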;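 note: plate controls were DMSO wells with enzyme for no effect and DMSO wells lacking enzyme for full effect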
Target sequence (Q9GZR1 628-1112 limits assumed): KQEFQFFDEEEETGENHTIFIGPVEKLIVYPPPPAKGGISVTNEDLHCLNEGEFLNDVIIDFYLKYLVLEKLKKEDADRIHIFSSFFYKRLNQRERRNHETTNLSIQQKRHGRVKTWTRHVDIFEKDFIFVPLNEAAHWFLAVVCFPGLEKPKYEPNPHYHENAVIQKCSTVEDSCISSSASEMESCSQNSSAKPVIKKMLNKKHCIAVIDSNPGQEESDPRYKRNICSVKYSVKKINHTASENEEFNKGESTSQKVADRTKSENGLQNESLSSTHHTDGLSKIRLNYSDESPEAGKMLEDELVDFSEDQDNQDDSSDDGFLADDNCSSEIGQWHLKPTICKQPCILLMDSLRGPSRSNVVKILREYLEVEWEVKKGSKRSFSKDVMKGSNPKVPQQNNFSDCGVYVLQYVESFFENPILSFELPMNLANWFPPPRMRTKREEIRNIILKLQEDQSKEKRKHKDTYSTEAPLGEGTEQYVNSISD
GRIN3A LBD mod – modulators (binders) of human NR3A ligand-binding domain; NR3A LBD differential scanning fluorimetry, Tm shift; 0% = protein alone, 100% = glycine-bound protein; Tm shift relative to glycine control, % at 25 µM; hit rate 2.5% among 340,000; AID 1259313;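 active = melting temperature shift of at least 10% of the positive control shift, at one fixed dose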
ATG4B inh – blocks human ATG4B protease cleavage of LC3 substrate. Q9Y4P1. ATG4B cleavage of LC3-PLA2, NBD-HPC fluorescence, 1 h. inhibition, % at 8.33 µM. hit rate 0.51% among 340,000. AID 504462; in the data active = inhibition above about 40%
Target sequence (Q9Y4P1 whole entry, looked up): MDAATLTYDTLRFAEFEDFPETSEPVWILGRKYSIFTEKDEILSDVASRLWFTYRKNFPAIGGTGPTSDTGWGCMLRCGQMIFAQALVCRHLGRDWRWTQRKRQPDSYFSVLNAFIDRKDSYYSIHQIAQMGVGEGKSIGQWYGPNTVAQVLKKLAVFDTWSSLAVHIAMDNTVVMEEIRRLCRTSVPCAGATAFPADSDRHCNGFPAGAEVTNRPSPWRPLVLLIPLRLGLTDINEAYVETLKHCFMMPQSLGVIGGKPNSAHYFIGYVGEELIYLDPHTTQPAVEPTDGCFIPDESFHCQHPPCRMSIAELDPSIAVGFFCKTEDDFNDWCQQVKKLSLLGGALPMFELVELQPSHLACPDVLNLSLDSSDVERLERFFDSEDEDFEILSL
SENP8 inh – SENP8 (human) protease inhibition. Q96LD8. recombinant SENP8, Nedd8 substrate fluorescence. inhibition, % at 20 µM. hit rate 0.64% among 360,000. AID 602440; in the data active = inhibition mostly above about 40%, no sharp cut-off; inactive = mostly below about 27%
An asterisk follows results filed as active; i = inactive; nt = not tested or not shown.

#	Compound	PfGluPho inh	SENP1 FRET inh	hIAP act	MPTP inh	SENP6 inh	GRIN3A LBD mod	ATG4B inh	SENP8 inh
1	COc1cc(C(=O)Nc2ccc(C(=O)c3ccncc3)cc2)cc(OC)c1OC	18	0	nt	0.4	nt	nt	nt	6
2	CCC(=O)Nc1ccc(C(=O)Nc2cccc(C)n2)cc1	17	1	1	2.0	19	7	7	10
3	Cc1cc(N2CCOCC2)n2cc(-c3ccc(F)cc3)nc2n1	-6	-1	1.1	0.2	2	4	11	-437
4	Cc1ccc(C(C)C)c(OCCCN2C(=O)NC(C)(C)C2=O)c1	-2	2	1	0.8	-9	2	2	12
5	COc1ccc(-n2c(=S)[nH]c3cc(C(=O)NCc4ccc(F)cc4)ccc3c2=O)c(OC)c1	-28	2	0.92	0.0	-6	-2	19	12
6	COc1cc(C(=O)Nc2ccccn2)cc(OC)c1OC	0	0	0.9	-2.1	-4	0	-2	9
7	CC(=O)n1cc([C@@H]2C=C(C(=O)O)O[C@H](OCc3ccc(CO)cc3)C2)c2ccccc21	5	-8	1.1	-2.5	-6	4	2	-21
8	Cc1csc2nc3ccccc3c(=O)n12	-9	1	0.85	-1.1	-8	-4	-11	i
9	CCCCc1nnc(NC(=O)Cc2ccc(OC)c(S(=O)(=O)N3CCOCC3)c2)s1	-2	2	0.81	-1.4	-7	2	-11	4
10	Cc1cccc(OCCn2nnc3ccccc32)c1C	2	4	1.2	0.9	30	0	-2	6
11	Cc1ccccc1C(=O)Nc1ccc(-c2nc3ccc(C(=O)c4ccccc4)cc3[nH]2)cc1	7	2	0.99	-0.4	5	17*	5	22
12	Cc1ccc(CN2CCN(/N=C/c3ccc(C)s3)CC2)c(C)c1	8	0	1.1	2.7	-3	2	-4	13
13	COc1ccc(N(C)S(=O)(=O)c2cccc(C(=O)N3CCN(c4ccccc4)CC3)c2)cc1	-10	2	1.1	-3.0	-6	2	-2	3
14	Cc1cnc(NC(=O)COc2ccccc2Cl)s1	8	3	0.91	-0.7	90*	1	-5	13
15	COc1ccc(C(=O)Cn2c(Cl)nc3c2c(=O)n(C)c(=O)n3C)cc1	1	-1	1.1	10	-6	2	6	14
16	Cc1ccc(SCC(=O)O/N=C(\N)c2cccnc2)cc1	17	2	0.98	-0.8	-9	-2	-2	6
17	O=C1NC2=C(CCc3ccccc32)C(c2ccccc2)N1 (configuration not stated)	-5	-11	1.2	0.6	95*	-4	-1	-167
18	Cc1nc(SCC(N)=O)c(C#N)c(C)c1C	-10	3	1	-0.9	7	-1	5	17
19	CCCc1cnc(N2CCN(C(=O)c3c(-c4ccccc4)noc3C)CC2)nc1	14	0	0.97	3.1	-44	5	-8	-51
20	C=C1CCN([C@H](C(=O)OCc2ccc(C)cc2)C(C)C)S(=O)(=O)c2ccccc21	26	1	1	5.3	5	4	-4	24

Structural class: those above containing an aryl methoxy group
#	Compound	PfGluPho inh	SENP1 FRET inh	hIAP act	MPTP inh	SENP6 inh	GRIN3A LBD mod	ATG4B inh	SENP8 inh
1	COc1cc(C(=O)Nc2ccc(C(=O)c3ccncc3)cc2)cc(OC)c1OC	18	0	nt	0.4	nt	nt	nt	6
5	COc1ccc(-n2c(=S)[nH]c3cc(C(=O)NCc4ccc(F)cc4)ccc3c2=O)c(OC)c1	-28	2	0.92	0.0	-6	-2	19	12
6	COc1cc(C(=O)Nc2ccccn2)cc(OC)c1OC	0	0	0.9	-2.1	-4	0	-2	9
9	CCCCc1nnc(NC(=O)Cc2ccc(OC)c(S(=O)(=O)N3CCOCC3)c2)s1	-2	2	0.81	-1.4	-7	2	-11	4
13	COc1ccc(N(C)S(=O)(=O)c2cccc(C(=O)N3CCN(c4ccccc4)CC3)c2)cc1	-10	2	1.1	-3.0	-6	2	-2	3
15	COc1ccc(C(=O)Cn2c(Cl)nc3c2c(=O)n(C)c(=O)n3C)cc1	1	-1	1.1	10	-6	2	6	14

Following part:
#	Compound	PfGluPho inh	SENP1 FRET inh	hIAP act	MPTP inh	SENP6 inh	GRIN3A LBD mod	ATG4B inh	SENP8 inh
21	COc1ccc(NC(=O)CSc2nc(-c3ccc(C)cc3)cc(C(F)(F)F)c2C#N)cc1	-5	6	1.2	4.9	-17	-1	-2	-54
22	O=C(CNC(=O)c1ccccc1)N=Nc1c(O)[nH]c2ccc(Br)cc12	-3	5	1.6	-0.1	-20	-12	-5	24
23	CCOC(=O)C1CCCc2c1[nH]c1c(C(=O)O)cccc21 (configuration not stated)	3	-26	0.91	-1.6	-15	0	3	-90
24	CC1(C)Cc2c(cnn2-c2cccc(F)c2)C(NC(=O)c2ccc(=O)[nH]n2)C1 (configuration not stated)	-1	2	1.1	0.9	-4	3	-8	21
25	CC12CCC(C(=O)Nc3cccc4ccccc34)(C1Br)C2(C)C (configuration not stated)	3	1	1.1	0.2	-7	-1	-14	22
26	CC1(C)CC2CC(C)(CN2C(=O)COC(=O)c2cncc(Br)c2)C1 (configuration not stated)	4	-1	0.89	-2.9	4	-3	-6	0
27	O=C(NCc1ccco1)c1cc2c(s1)CSC2	44	nt	0.95	nt	4	-2	20	nt
28	O=C(Nc1cc(Br)ccc1O)C1CC(c2ccccc2Cl)=NO1 (configuration not stated)	-24	1	0.95	4.5	-8	6	17	14
29	CCc1ccc(CNC(=O)CC2C(=O)NCCN2Cc2ccccc2F)nc1 (configuration not stated)	-15	-19	0.97	-1.7	-10	-3	1	-49
30	Cc1nn(C)c(C)c1C1Nc2ccccc2C(=O)N1O (configuration not stated)	0	0	1	-0.5	-4	0	-10	-12
31	CC(CCc1ccccc1)NCC(O)COc1ccccc1 (configuration not stated)	5	2	1.1	2.9	-3	-1	-6	11
32	C=CCOC(=O)/C(=C\C=C\c1ccccc1)NC(=O)c1ccccc1	9	-5	0.9	2.2	-7	-8	-4	-48
33	COc1ccccc1OCC(=O)Nc1cc(Cl)ccc1Oc1ccccc1	-10	2	1.1	-1.4	-3	3	-2	13
34	CC(C)c1ccc(OCC(=O)N(Cc2ccccc2)c2ccccn2)cc1	-4	1	0.93	2.7	-14	0	3	-5
35	Cc1ccc(NN=Nc2nc3c([nH]2)c(=O)n(C)c(=O)n3C)cc1	42	-5	1.1	12	-3	8	6	-49
36	CCN1C(=O)[C@H]2[C@@H](c3ccc(-c4cccc(Cl)c4)c(OC)c3)N3CCCC[C@@]3(C(=O)OC)[C@H]2C1=O	17	0	0.98	0.5	-20	-1	-15	5
37	CCOC(=O)c1sc(NC(=O)c2cccnc2)nc1C	2	1	1.1	-0.8	21	0	0	-2
38	COc1ccc(CN([C@H](C)CO)S(=O)(=O)N(Cc2ccccc2)[C@H](CO)C(C)C)cc1	15	0	0.87	0.0	-4	-13	-2	-7
39	Cc1ccc(C)c(NC(=O)CSc2nnc(-c3cc(C)[nH]n3)n2N)c1	-12	0	0.98	-0.8	-15	0	-1	8
40	Cc1cc2c(C)nc(N/N=C/c3ccc(F)cc3)nc2o1	-1	-39	1	0.9	13	-2	-4	-82

New compounds follow
Order of values: PfGluPho inh	SENP1 FRET inh	hIAP act	MPTP inh	SENP6 inh	GRIN3A LBD mod	ATG4B inh	SENP8 inh
(41) O=C(Nc1ccccc1)OCCOc1ccc(Cl)cc1Cl
    8	0	nt	-2.5	nt	-4	11	17
(42) COc1ccc(CNC(=O)c2ccccc2SC)cc1
    -14	2	0.86	-5.0	-6	0	8	19
(43) Cc1ccc(NC(=O)c2cccc(NC3=NC4CS(=O)(=O)CC4S3)c2)cc1 (configuration not stated)
    15	-4	0.79	-0.2	-15	0	-9	13
(44) CCn1c(SCC(=O)NCc2ccco2)nc2c1c(=O)n(C)c(=O)n2C
    19	4	1.1	-1.8	1	1	-6	8
(45) N#Cc1cccc(Oc2ccc(-c3cnc4ccccc4n3)cc2)c1C#N
    -2	0	0.91	0.7	-10	8	-4	-34
(46) Cc1ccc2c(C)nc(Nc3nc(CSc4nnc(C)s4)cc(=O)[nH]3)nc2c1
    22	2	0.93	1.1	-3	1	-17	19
(47) COc1ccc(S(=O)(=O)N2CCN(Cc3cccc(F)c3)CC2)cc1
    3	0	0.87	2.3	-8	1	-2	7
(48) CCCCNC(=O)CSc1nc2ccc(NC(=O)CSc3nnc(COc4ccccc4C)n3C)cc2s1
    25	-4	1.2	4.8	-21	-6	-2	17
(49) COc1ccccc1CNC(=O)C1CCN(C(=O)N(C)C)CC1
    -11	3	1.1	1.5	4	1	-10	9
(50) COCCn1c(=NC(=O)c2ccc(S(=O)(=O)N3CCOCC3)cc2)sc2cc(S(N)(=O)=O)ccc21
    10	1	1.3	0.4	-6	-8	-35	-446
(51) O=C1OCC2=C1C(c1ccc(F)cc1)Sc1ccccc1N2 (configuration not stated)
    38	2	1	19	11	-4	-3	17
(52) Cc1ccc(-c2nnc(N3CCC(C)CC3)c3ccccc23)cc1
    -4	1	1	-3.2	-17	-3	0	-6
(53) Cc1cccc(C)c1NC(=O)CSCc1cccc(CSCC(=O)Nc2c(C)cccc2C)n1
    -5	1	1.1	-0.1	-10	-1	5	24
(54) CC1CCCCN1C(=O)CNCC1CCCO1 (configuration not stated)
    -1	2	0.98	-1.8	10	-2	11	10
(55) Cc1cccc(NC(=O)CCN2CC(C)OC(C)C2)c1 (configuration not stated)
    -18	-1	0.84	-0.5	-20	0	6	8
(56) CCCCNc1c([N+](=O)[O-])cc(C)cc1[N+](=O)[O-]
    5	8	0.81	1.1	9	3	8	26
(57) O=C(c1ccc(Br)o1)N1CCN=C1SCc1cccc(F)c1
    -7	1	0.93	-1.7	6	1	-4	14
(58) O=C1Nc2ccccc2C12OCCCCO2
    -6	2	0.91	-0.8	2	0	-8	21
(59) COc1ccccc1C(CCN(Cc1cccs1)C(C)=O)c1ccco1 (configuration not stated)
    -3	-7	0.92	2.4	-2	1	14	-5
(60) CC(C)CC(=O)NCC(C)NC(=O)CC(C)C (configuration not stated)
    -15	0	0.94	-0.6	-26	0	-1	9
